Bioassay records from PubChem.
PP1 inh: PP1-alpha phosphatase inhibitors, primary screen, counter-screen for PP5 inhibitor project, biochemical, fluorescence, OMFP substrate, single point; Serine/threonine-protein phosphatase PP1-alpha catalytic subunit (Homo sapiens), P62136; inhibition, % at 6.7 µM; purified PP1alpha; actives 0.9% (n = 320,000); AID 2235, 2010;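 active = inhibition above the mean inhibition of all tested compounds plus 3 SD, computed separately for each screening campaign, cut at about 15% in these data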
HCV core dimer: inhibitors of HCV core protein dimerization, primary screen, biochemical, TR-FRET, high-throughput; TR-FRET GST/Flag-core106 dimerization, 1536-well; AID 1899, 2009; actives 0.33% (n = 300,000); inhibition, % at 5 µM;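 active = inhibition above the mean of all tested compounds plus 3 SD, set per screening campaign, cut at about 45% in these data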
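Assay system: tagged HCV core106 pair (GST and Flag); medium: KF-containing HEPES buffer, pH 7.45, DTT, CHAPS, BSA; also added: Eu donor and XL665 acceptor anti-tag antibodies; dosing: 5 µM single dose; timing: compound-protein-antibody incubation 4 h at 22.5 °C; signal: TR-FRET 671 and 617 nm emission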
PP5 primary: PP5 phosphatase inhibitors, primary screen, biochemical, fluorescence; purified PP5c, OMFP substrate fluorescence; Serine/threonine-protein phosphatase 5 (Homo sapiens), P53041; inhibition, % at 6.7 µM; actives 0.18% (n = 320,000);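 active = inhibition above the campaign's mean inhibition across all tested compounds plus 3 SD, cut at about 9.5% in these data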;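 also: 0% = DMSO only and 100% = 100 µM cantharidin control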
proCasp7 act: procaspase-7 activators, primary screen, counter-screen for procaspase-3 activator project, biochemical, absorbance, HTS, human | actives 0.093% (n = 330,000) | Caspase-7 (Homo sapiens), P55210 | activation, % at 8.5 µM | recombinant procaspase-7, Ac-DEVD-pNA absorbance 405 nm; D23A/D198A/D206A triple mutant, cannot self-cleave; scale: DMSO 0, 5 µM enzyme 100 | AID 463210, 2010;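 active = percent activation above the screen-wide mean plus 3 SD, cut at about 25% in these data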
Target sequence (P55210 whole entry D23A/D198A/D206A): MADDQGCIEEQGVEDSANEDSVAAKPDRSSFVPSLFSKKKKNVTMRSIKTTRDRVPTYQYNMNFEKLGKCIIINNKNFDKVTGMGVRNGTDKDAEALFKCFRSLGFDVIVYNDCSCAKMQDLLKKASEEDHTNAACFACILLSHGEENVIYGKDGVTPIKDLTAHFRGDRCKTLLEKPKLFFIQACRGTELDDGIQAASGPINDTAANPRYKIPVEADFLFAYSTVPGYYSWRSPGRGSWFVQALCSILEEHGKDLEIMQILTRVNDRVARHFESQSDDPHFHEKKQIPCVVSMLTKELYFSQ
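Assay system: Uncleavable procaspase-7 mutant enzyme | Input: 2 µM procaspase-7 mutant as dispensed | Timing: 1 h compound preincubation, 2 h substrate cleavage, 25 °C | Repeats: One well per compound | Control set: DMSO wells as 0%, DMSO with 5 µM added PC-7 as 100% | Technique: Epi-absorbance of released pNA at 405 nm, two timepoints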
Fh CTSL1 inh: Fasciola hepatica cathepsin L1 inhibitors, primary screen, counter-screen for PFM18AAP inhibitor project, biochemical, QFRET, fluorogenic peptide substrate; inhibition, % at 5.96 µM; actives 0.49% (n = 300,000); recombinant F. hepatica cathepsin L1, Z-Leu-Arg-MCA fluorescence; AID 1906, 2009;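 active = inhibition above the mean of all tested compounds plus 3 SD, set per screening campaign, cut at about 17% in these data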;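 also: 0% = plate median of test compound wells and 100% = 1 µM Z-Phe-Ala-diazomethylketone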
proCasp3 act: activators of human procaspase-3 D3A mutant, primary screen, biochemical, absorbance, PC-3 D3A mutant, single concentration | actives 0.11% (n = 330,000) | activation, % at 8.5 µM | Caspase-3 (Homo sapiens), P42574 | recombinant procaspase-3 D3A, Ac-DEVD-pNA absorbance 405 nm;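 active = activation above the mean of all tested compounds plus 3 SD, cut at about 21% in these data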;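 also: 0% = DMSO alone and 100% = DMSO wells spiked with extra 5 µM PC-3 D3A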
Target sequence (P42574 whole entry D9A/D28A/D175A): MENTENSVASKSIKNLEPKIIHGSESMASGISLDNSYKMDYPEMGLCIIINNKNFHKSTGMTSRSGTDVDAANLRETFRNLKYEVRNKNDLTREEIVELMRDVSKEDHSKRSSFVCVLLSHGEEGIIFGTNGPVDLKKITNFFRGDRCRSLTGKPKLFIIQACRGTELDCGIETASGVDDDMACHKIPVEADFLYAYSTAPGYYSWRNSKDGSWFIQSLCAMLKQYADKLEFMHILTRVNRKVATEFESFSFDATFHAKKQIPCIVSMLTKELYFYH
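material = Procaspase-3 D3A mutant | probe or stimulus = Ac-DEVD-pNA | compound = single dose, 8.5 µM nominal compound, 0.8% DMSO | timing = 1 h preincubation, 2 h reaction | measured by = 405 nm absorbance of p-nitroaniline, reads at 0 and 120 min | benchmarks = DMSO-only low control, 5 µM PC-3 D3A high control | repeats = singlicate, each compound tested once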
TPT1 inh: Candida albicans TPT1 enzyme inhibitors, primary screen, biochemical, fluorescence polarization. tRNA 2'-phosphotransferase TPT1 (Candida albicans SC5314). recombinant caTPT1, FP RNA substrate dephosphorylation. inhibition, % at 5 µM. actives 0.81% (n = 300,000). AID 1962, 2009;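 active = inhibition above the mean of all tested compounds plus 3 SD, set per screening campaign, cut at about 24% in these data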;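 also: plate controls were DMSO alone for no effect and ferristatin control at 100 nM for full effect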
Efflux pump inh: inhibitors of Candida efflux pumps in yeast, primary screen, S. cerevisiae, Nile Red, multiplex. inhibition, % at 10 µM. AID 485275, 2010. S. cerevisiae Candida pump triplex. actives 0.44% (n = 330,000);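 active = plate passing quality check with inhibition over a set limit, or well fluorescence over plate mean plus 4 SD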;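 also: Nile Red retained in pooled yeast measured as flow cytometry median fluorescence; 0% = buffer negative control and 100% = Enniatin B positive control; higher means more Nile Red kept so more efflux inhibition; some compounds called inactive have numbers as strong as hits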
GASC-1 inh: inhibitors of GASC-1 histone demethylase, primary screen, biochemical, fluorescence, DELFIA europium; Lysine-specific demethylase 4C (Homo sapiens), Q9H3R0; GST-JMJD2C(1-420) H3K9me3 demethylation; inhibition, % at 2.35 µM; actives 0.069% (n = 330,000); AID 2099, 2009;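 active = more than half of a compound's replicate wells show inhibition beyond 50%, single wells judged on their own value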;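 also: signal counts dimethyl H3K9 product captured on neutravidin plate; 0% = median of DMSO wells and 100% = 0.3 times that DMSO median; strong numbers were not always called active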
Target sequence (Q9H3R0 1-420 limits assumed): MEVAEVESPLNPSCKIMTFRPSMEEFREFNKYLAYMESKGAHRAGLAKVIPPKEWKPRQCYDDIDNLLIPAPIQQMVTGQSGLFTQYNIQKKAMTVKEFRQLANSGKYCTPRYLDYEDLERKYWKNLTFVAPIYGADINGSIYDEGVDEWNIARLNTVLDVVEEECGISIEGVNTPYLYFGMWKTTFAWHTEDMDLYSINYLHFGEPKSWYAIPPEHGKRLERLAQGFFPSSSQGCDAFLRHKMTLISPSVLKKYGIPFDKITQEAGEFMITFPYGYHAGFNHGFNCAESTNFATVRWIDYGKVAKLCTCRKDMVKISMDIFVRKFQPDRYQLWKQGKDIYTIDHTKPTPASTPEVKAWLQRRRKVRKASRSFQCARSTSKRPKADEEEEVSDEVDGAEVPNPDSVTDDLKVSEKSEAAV
Starred values were filed as active, the others as inactive; x = no result given.

SMILES	PP1 inh	HCV core dimer	PP5 primary	proCasp7 act	Fh CTSL1 inh	proCasp3 act	TPT1 inh	Efflux pump inh	GASC-1 inh
COc1ccccc1OCC(=O)OCc1cc(-c2ccco2)on1	1	x	0.8	1	x	1	x	-0.1	-16
CN1C(=O)c2ccc(N3CCCC3)cc2C1=O	-2	-2	0.5	-21	2	-24	-10	0.2	-3
N#Cc1c(SCC(=O)N2CCOCC2)nsc1SCC(=O)N1CCOCC1	-3	4	1.9	-2	2	2	-36	0.1	7
Cn1c(CCN2CCCCCC2)nc2cc(NC(=O)Nc3ccccc3)ccc21	-1	5	0.3	-8	0	1	0	-0.1	138
COc1cccc(C2C(C(C)=O)=C(C)Nc3ncnn32)c1 (configuration not stated)	-1	-2	1.5	14	-1	7	0	0.0	1
O=C(CCc1nnc(CCc2ccccc2)o1)NC(c1cccnc1)C(F)(F)F (configuration not stated)	-4	3	-0.8	-1	2	8	-1	-0.1	-7
Cc1ccc2nc(NC(=O)CSc3nc4ccccc4o3)sc2c1	0	10	3.0	-2	-1	-8	4	0.6*	10
Cc1ccc(NC(=O)/C(=C\c2ccc([N+](=O)[O-])cc2)NC(=O)c2ccccc2)cc1	0	5	-1.1	3	-2	10	0	-0.1	11
CCOc1ccc(N2CC(C(=O)Nc3ccccc3OC)CC2=O)cc1 (configuration not stated)	-2	4	1.9	-13	3	-2	5	0.1	6
CCN1CCN(c2ccc(S(=O)(=O)N3CCOCC3)cc2NC(=O)c2sccc2C)CC1	-2	1	0.7	4	5	-1	-2	-0.1	-20
O=c1cccccc1NN=C1CCCCCC1	-2	0	1.9	-9	1	-1	2	0.2	2
O=C(Cn1nc(-c2ccccc2)c2ccccc2c1=O)Nc1ccc2c(c1)nc1n2CCOC1	3	-2	2.3	1	-2	4	-4	-0.2	1
CCCCCn1c(SCC(=O)OCC)nc2cc(C(=O)NCc3ccco3)ccc2c1=O	-1	4	6.2	0	2	-2	-1	0.0	-4
CC(C)N(CCn1c(=S)[nH]c2ccccc2c1=O)C(C)C	-3	-8	-2.0	2	-2	-6	1	0.1	16
COc1ccc(C2OC(=O)CC2C(=O)NC2CCCCCC2)cc1OC (configuration not stated)	4	-2	1.2	-5	-4	-4	-2	-0.1	4
COc1ccc(-c2cnnc(N/N=C/c3c(C)nn(-c4ccccc4)c3Cl)n2)cc1	3	4	-0.5	4	-3	2	4	-0.4	-5
CCCCNC(=O)C(=O)Nc1cc2c3c(c1)CCC(=O)N3CCC2	0	10	0.0	5	-2	3	-3	0.1	9
O=C(Cn1c(=O)sc2ccccc21)NCCOc1ccccc1F	0	1	-1.1	1	4	-1	-2	-0.1	15
CCN(CC(=O)Nc1ccc(OC)cc1)C(=O)CSCc1c(C)noc1C	-2	x	-1.1	10	x	-1	x	-0.1	7
COc1ccccc1NC(=O)Nc1ccc(Cl)c(S(=O)(=O)Nc2ccccc2OC)c1	3	6	4.2	2	0	2	-2	-0.8	5
CCc1ccc(CN(C(=O)COc2c(C)cccc2C)C2CCS(=O)(=O)C2)cc1 (configuration not stated)	2	6	6.0	-3	3	-1	-3	-0.1	5
O=c1cc(-c2ccc(Cl)cc2)nc(N2CCN(c3ccccc3)CC2)[nH]1	-2	5	1.0	-2	-1	-2	1	0.1	-2
Cc1ccc(-n2ncc3c(=O)n(CC(N)=O)cnc32)cc1	0	2	0.7	11	-5	-1	-5	0.1	-1
COc1cccc(CNC(=O)CCc2nnc(C3CCCCC3)o2)c1	-4	-3	-0.5	8	-7	6	-2	0.0	-4
COc1ccc(C2c3sc(=O)[nH]c3SC3C4CCC(C4)C23)cc1 (configuration not stated)	3	4	0.9	2	0	-2	-2	0.0	-8
Cc1cc(NC(=O)CSc2nc3c(cc2C#N)CCCC3)no1	-3	10	2.2	10	3	-10	-2	-0.1	-4
CC(=O)C1C(=O)CC(C)(O)C(C(C)=O)C1c1ccc(N(C)C)cc1 (configuration not stated)	-4	-1	3.1	2	-1	-12	-3	-0.2	12
O=C1NC2(CCCCC2)C(=O)N1Cc1cccc(C(F)(F)F)c1	-1	0	1.5	-3	-2	2	2	0.0	-4
Cc1ccc(NC(=O)C(C)OC(=O)c2ccc(NS(=O)(=O)c3ccc(F)c(F)c3)cc2)cc1 (configuration not stated)	1	9	3.4	-1	-2	-4	0	-0.1	6
Fc1cccc2sc(Nc3nnc(-c4ccco4)o3)nc12	-1	-6	2.0	0	2	-5	-4	0.0	8
O=C(NN1C(=O)/C(=C/C=C/c2ccco2)SC1=S)c1ccncc1	12	47*	2.2	-27	4	-20	86*	1.1*	-14
O=C(NCc1ccco1)/C(=C/C=C/c1ccccc1)NC(=O)c1ccco1	0	0	-3.3	0	27*	-4	2	0.0	4
COc1ccc(S(=O)(=O)N(C)c2ccc(C(=O)N3CCOCC3)cc2)cc1OC	-4	1	-1.2	12	2	-1	-2	-0.1	8
COc1ccc2c(c1)C=CC1(O2)N(CCO)c2ccccc2C1(C)C (configuration not stated)	4	3	4.2	-5	0	-2	-5	-0.2	2
Cc1ccc(Cl)cc1N1CCN(C(=O)COc2ccc3c(c2)CCC3)CC1	1	27	-0.1	-9	2	-5	2	0.1	8
CCc1noc(C)c1C(=O)N1CCC(CCC(=O)Nc2cccc(OC)c2)CC1	-2	-2	-0.1	-1	-4	4	1	0.1	-4
COc1ccc(COC(=O)C2=C(C)NC(=O)NC2c2ccc(O)cc2)cc1 (configuration not stated)	-2	-5	2.6	5	8	1	-1	-0.1	24
CN(CC(=O)Nc1ccccc1)CC(=O)Nc1ccc(F)cc1	0	-6	0.1	-1	-1	-2	1	0.0	-16
COC(=O)CN1C(=O)COc2ccc(S(=O)(=O)NCc3ccccc3)cc21	-3	4	2.7	-4	-1	-3	1	0.0	-5
CCOC(=O)C1(Cc2cccc(OC)c2)CCN(Cc2ccc(C)s2)CC1	-2	2	3.6	2	-3	3	1	0.2	-5
COc1ccccc1CNC(=O)[C@@H]1CCCN1C(=O)C1CCN(S(=O)(=O)c2ccc(C)cc2)CC1	-2	3	1.0	-7	-2	5	-3	0.1	-4
CCN(CC)S(=O)(=O)c1ccc(C(=O)Nc2ccc(Cc3ccncc3)cc2)cc1	8	6	2.5	-1	11	5	-2	0.1	1
O=S(=O)(NCCCCCCNS(=O)(=O)c1c(F)cccc1F)c1ccc2c(c1)OCCO2	-1	x	-0.2	4	x	6	x	-0.1	7
CCc1nc2cc([N+](=O)[O-])c([N+](=O)[O-])cc2[nH]1	1	-3	-0.5	-1	0	4	1	-0.1	14
CC(C)(C)c1ccc(C(CC(=O)O)NC(=O)CSc2ccccc2)cc1 (configuration not stated)	0	0	1.6	0	0	1	-3	-0.1	-23
CCCCN(CC)CCNc1c(N2CCN(C(=O)OCC)CC2)c(=O)c1=O	-1	-7	3.0	-1	-2	6	-1	0.1	-6
O=C1C2C3C=CC(C3=C(c3ccccc3)c3ccccc3)C2C(=O)N1Cc1ccccc1 (configuration not stated)	2	20	-0.9	-14	2	-12	-2	0.0	0
COc1cccc(Nc2nnc(SCc3nc4ccccc4s3)s2)c1	-7	3	3.9	-8	-5	-10	1	0.0	-10
CC(C)N(Cc1ccccc1)C(=O)CCS(=O)(=O)c1ccc2c(c1)oc(=O)n2C	-3	-6	1.7	-10	-2	0	-2	0.0	13
CC(=O)c1ccc(-n2nnnc2SCC(=O)Nc2sc(C)c(C)c2C#N)cc1	0	19	0.1	-5	-1	8	4	-0.1	-1

2 entries from above, reformatted:
canonical_smiles | PP1 inh | HCV core dimer | PP5 primary | proCasp7 act | Fh CTSL1 inh | proCasp3 act | TPT1 inh | Efflux pump inh | GASC-1 inh
O=C1C2C3C=CC(C3=C(c3ccccc3)c3ccccc3)C2C(=O)N1Cc1ccccc1 (configuration not stated) | 2 | 20 | -0.9 | -14 | 2 | -12 | -2 | 0.0 | 0
COc1cccc(Nc2nnc(SCc3nc4ccccc4s3)s2)c1 | -7 | 3 | 3.9 | -8 | -5 | -10 | 1 | 0.0 | -10

(further entries)
SMILES	PP1 inh	HCV core dimer	PP5 primary	proCasp7 act	Fh CTSL1 inh	proCasp3 act	TPT1 inh	Efflux pump inh	GASC-1 inh
CCCn1c(N)c(C(=O)COC(=O)CNC(=O)c2ccccc2OCC)c(=O)[nH]c1=O	-4	x	-0.3	2	x	1	x	0.0	x
COc1ccc2nccc(C(N)=O)c2c1	-2	-1	-0.1	6	-2	-1	0	0.0	-1
Cc1ccc(C)c(OCC(O)CN2CCN(CCN3C(=O)c4cccc5cccc(c45)C3=O)CC2)c1 (configuration not stated)	3	-8	3.7	0	2	-2	0	0.2	-1
Cc1nc2ccc(NC(=O)C3COc4ccccc4O3)cc2s1 (configuration not stated)	-2	-2	1.4	-2	-4	1	-2	-0.1	-5
Cc1cc(=O)oc2c(CN3CCN(C)CC3)c(O)c(Cl)cc12	-3	1	-0.4	5	8	0	-6	0.1	30
N#C/C(=C(\O)CCl)c1nnc2n1CCCCC2	-1	-5	2.7	4	1	3	5	0.2	0
CCN(CC)C(=O)c1cc(Cl)ccn1	-1	0	1.9	-2	0	-3	2	-0.2	3
C=CCNC(=O)c1onc(CSc2nc3ccccc3[nH]2)c1C(=O)NCC=C	-2	10	1.1	8	0	2	0	0.0	3
CCOC(=O)C1CCCN(C(=O)/C=C/c2ccccc2[N+](=O)[O-])C1 (configuration not stated)	0	-11	0.5	6	1	-3	-4	0.1	-5
CCC(OC(=O)C1=Cc2ccccc2OC1)C(=O)NC1CCCC1 (configuration not stated)	-1	3	1.5	-1	-16	-2	2	0.1	1
CCN(CC)S(=O)(=O)c1ccc(NC(=O)CCN2C(=O)C3CC=CCC3C2=O)cc1 (configuration not stated)	-1	x	-0.8	4	x	3	x	-0.1	x
C[C@H](CO)N1C[C@H](C)[C@@H](CN(C)C(=O)Nc2ccccc2)Oc2c(NC(=O)c3ccncc3)cccc2C1=O	x	x	x	3	x	4	x	-0.2	36
Cn1cc(Br)c(NS(=O)(=O)c2ccc(Cl)s2)n1	-1	-3	3.8	6	0	-12	2	-0.2	35
